# SNCA viab count: reduces viability of HEK-293 SNCA reporter cells | HEK-293-SNCA-luc viability, GF-AFC fluorescence, 24 h | Potency, µM (doses to about 57.1 µM), for the others: top-dose activity change, negative = cytotoxicity, usual class: cytotoxic | actives 0.12% (n = 150,000) | AID 1671193;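 note: potency is the fitted concentration of half-maximal effect; 0% = DMSO-treated cells and -100% = medium-only wells without cells; nearly all actives have a fitted effect of over 30% in size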
#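 Cytotoxicity counterscreen: after 24 h compound treatment of genome-edited SNCA-luciferase HEK-293 cells, live-cell protease substrate GF-AFC read by fluorescence after 30 min; activity scaled between DMSO (0%) and medium-only (-100%), curves Hill-fitted.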
# IP6K1 inhibitor: inhibitors of human IP6K1; Q92551; IP6K1 kinase, ADP-Glo luminescence, 2 h; stronger effect = lower value; activity change, % (series mostly up to about 58 µM); actives 0.81% (n = 140,000); AID 1645851; in the data active = activity change below about -25%
# Target sequence (Q92551 whole entry, looked up): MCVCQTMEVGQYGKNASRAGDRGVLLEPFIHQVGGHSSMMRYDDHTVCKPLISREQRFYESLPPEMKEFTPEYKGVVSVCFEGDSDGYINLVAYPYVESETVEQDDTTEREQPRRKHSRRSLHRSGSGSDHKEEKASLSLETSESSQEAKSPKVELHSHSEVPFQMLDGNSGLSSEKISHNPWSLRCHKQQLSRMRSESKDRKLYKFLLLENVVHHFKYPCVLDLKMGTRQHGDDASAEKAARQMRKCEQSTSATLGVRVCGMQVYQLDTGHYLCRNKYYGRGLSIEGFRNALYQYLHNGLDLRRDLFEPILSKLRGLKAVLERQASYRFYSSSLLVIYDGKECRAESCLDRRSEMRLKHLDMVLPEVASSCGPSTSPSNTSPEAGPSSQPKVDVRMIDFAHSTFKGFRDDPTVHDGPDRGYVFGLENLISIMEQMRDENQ
#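 ADP-Glo luminescence measures ADP made by human IP6K1 during a 2 h RT reaction with ATP/IP6 (mix at 1.3 mM/130 uM); top library doses 57.5 and 19.1 uM final.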
# SNCA expr inh: inhibitors of alpha-synuclein (SNCA) gene expression; Potency, µM (top dose mostly 57.2 µM), for inactives: top-dose activity change, negative = inhibition, usual class: inhibitors; actives 0.17% (n = 140,000); HEK-293 SNCA-luciferase knock-in, luminescence, 24 h;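 note: potency is the fitted concentration of half-maximal effect; plate controls were DMSO cells for no effect and cell-free wells for full effect; nearly all actives have a fitted effect of over 45% in size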
# NIH3T3 tox: NIH 3T3 cell cytotoxicity; actives 4.3% (n = 94,000); NIH 3T3 viability, CellTiter-Glo ATP luminescence, 48-72 h; Potency, µM (doses to about 96.7 µM), for inactives: top-dose activity change, negative = cytotoxicity, usual class: inhibitors; note: potency is the fitted concentration of half-maximal effect; nearly all actives have a fitted effect of over 55% in size
#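 Mouse fibroblast NIH 3T3 cells, 400 per well, received compound via pintool and were incubated for 48 or 72 hr prior to CellTiter-Glo ATP luminescence measurement.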
# GPT2 inh: blocks human glutamate pyruvate transaminase 2; Recombinant GPT2, coupled pyruvate oxidase/HRP Amplex Red fluorescence; Potency, µM (top dose mostly 57.7 µM), inactives show at the highest dose activity change, negative = inhibition, hits mostly inhibitors; actives 0.25% (n = 100,000); AID 1671188; note: potency is the fitted concentration of half-maximal effect; nearly all actives have a fitted effect of over 60% in size; many of its hits are not listed in these tables
# Target sequence (Q8TD30 whole entry, looked up): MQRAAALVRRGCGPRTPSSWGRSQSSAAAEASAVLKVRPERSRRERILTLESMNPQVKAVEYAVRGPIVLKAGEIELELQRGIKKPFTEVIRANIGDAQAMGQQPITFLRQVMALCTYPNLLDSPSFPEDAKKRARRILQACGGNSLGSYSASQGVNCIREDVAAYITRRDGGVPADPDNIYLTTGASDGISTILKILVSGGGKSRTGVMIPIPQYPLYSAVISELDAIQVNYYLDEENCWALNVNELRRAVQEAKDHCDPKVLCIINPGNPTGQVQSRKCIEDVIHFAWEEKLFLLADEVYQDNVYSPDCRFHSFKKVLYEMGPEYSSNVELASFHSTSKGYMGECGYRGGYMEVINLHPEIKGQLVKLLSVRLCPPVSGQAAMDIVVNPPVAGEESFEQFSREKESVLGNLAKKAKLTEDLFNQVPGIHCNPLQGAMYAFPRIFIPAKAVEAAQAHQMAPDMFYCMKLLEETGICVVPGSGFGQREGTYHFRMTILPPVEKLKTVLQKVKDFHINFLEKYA
#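 GPT2 10ng/uL, a-KG 250uM, L-Ala 2mM, HEPES pH7.5 + 0.0001% Tween; 30 min RT. Then Amplex mix (PO/HRP/ThPP), 30 min RT dark, fluorescence. AOA 50uM used as positive control.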
# HEK293 tox: kills HEK 293 cells | HEK 293 viability, ATP luminescence (CellTiter-Glo), 48-72 h | Potency, µM (doses to about 115 µM), without a hit: top-dose activity change, negative = cytotoxicity, most hits filed as inhibitors | actives 6.6% (n = 94,000) | AID 1345083; note: potency is the fitted concentration of half-maximal effect; nearly all actives have a fitted effect of over 60% in size
#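 Cells seeded first (HEK 293, 250 cells/well), then compound added by pintool. Incubation ran 48 or 72 hr at 37 degree Celsius. CellTiter-Glo was added and luminescence imaged after 10 min at room temperature.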
# Luciferase inh: inhibitors of firefly (Photinus pyralis) luciferase; purified P. pyralis luciferase, luminescence, biochemical; P08659; Potency, µM (highest dose often 115 µM), for the others: at the top dose activity change, negative = inhibition, most hits filed as inhibitors; actives 2.5% (n = 76,000); note: potency is the fitted concentration of half-maximal effect; nearly all actives have a fitted effect of over 65% in size
#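 Luminescence read by CCD imager after adding enzyme (10nM final) to wells holding compound, titrated in qHTS. Substrates 10uM each D-luciferin and ATP; buffer 50mM Tris acetate pH 7.5, 10mM Mg acetate, Tween-20, BSA.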
# Active calls of the source: *; i = inactive; ? = inconclusive; . = no result given; [ ] = another dose, or the depositor's remark. Unless noted, calls come from the whole dose curve; as a rule, active = well fitted curve in the direction sought with a large enough effect; inconclusive = small, poorly fitted or top-dose-only effect, or another doubt; inactive = no such curve, though single readings can be large; an effect the other way counts as inactive or inconclusive. Unless noted, % is set by controls: 0 for no effect and ±100 for the full control effect. The list is partial (hit frequency here may not be typical).
compound | SNCA viab count | IP6K1 inhibitor | SNCA expr inh | NIH3T3 tox | GPT2 inh | HEK293 tox | Luciferase inh
CCOc1ccccc1NC(=O)N1CC2CC(C1)[C@H]1CCCC(=O)N1C2 (stereo not given in full) | -2% | 0 | 12% | -7% | i | 2% | -12%
Cc1cccc(CNC(=O)CCC2CCN(S(=O)(=O)c3cccc(F)c3)CC2)c1 | 9% | 23 | 3% | -19% | 3% | ? | -6%
CC(C)n1c(CNC(=O)CC[C@H]2NC(=O)c3ccccc3NC2=O)nc2ccccc21 | -4% | 0 | 18% | ? | i | ? | 7%
NCCc1ccc(CN2C[C@@H]3CC[C@H](C2)N(Cc2ccccc2)C3)cc1 | ? | 0 | 12% | ? | i | ? | -1%
O=C(NCCc1ccccc1)c1ccc2nnc(Cc3ccco3)n2c1 | -1%[87.6 µM] | -23 | 1%[87.6 µM] | ? | i | ? | .
COc1ccc(-c2nnc3ccc(N4CCCC4)nn23)nc1 | -17%[87.6 µM] | -12 | -29%[87.6 µM] | 32µM* | 4%[88.5 µM] | -18%[172 µM] | -22%[172 µM]
O=C1NCCCCCN(C(=O)c2ccco2)[C@@H]2C[C@@H](C(=O)N3CCc4ccccc4C3)C[C@H]12 | -11% | 1 | -8% | -21% | -7% | ? | -4%
O=c1[nH]nc2n1CCN(S(=O)(=O)c1ccc(F)cc1F)C2 | 4% | 4 | ? | 1% | -8% | 7% | -7%
Cc1ccccc1CN1CC[C@H](c2nc3ncccc3[nH]2)C1 | -11%[87.6 µM] | 5 | 21%[87.6 µM] | ? | -3%[88.5 µM] | ? | ?
CC[N+](CC)(CC)CCOc1ccc(/C=C/c2ccccc2)cc1 | 9%[23.9 µM] | -10 | -62%[25.6 µM] | . | i | . | .
O=C(C1CC1)N1CCC(Cc2noc(-c3ccncc3)n2)C1 (stereo not given) | ? | 12 | ? | -7% | i | -14% | 10%
Cc1ccc(-n2ncc(C(=O)NCc3ccccc3)c2C2CCN(C(=O)OC(C)(C)C)CC2)cc1 | ? | 13 | ? | . | . | . | .
Cc1noc([C@@H]2CN(C(=O)CCc3nc4ccccc4s3)C[C@H]2C(N)=O)n1 | -6% | 10 | 8% | i | -18% | -7% | -5%
COC[C@@H]1CN(Cc2ccc(OC)c(C)c2)C[C@H]1C(=O)N(C)C | 1% | 12 | -11% | 3% | i | -15% | -5%
CCc1nc(-c2c3n(c(=O)n(CC(=O)Nc4c(C)cccc4CC)c2=O)CCCC3)no1 | 9% | 19 | 16% | 5% | -13% | 6% | 0%
COc1ccccc1C(=O)N1CCN(CCn2nc3n(c2=O)CCCC3)CC1 | . | -7 | . | -5%[138 µM] | . | -12%[172 µM] | .
Cc1ccc(C)c(NC(=O)C2CCCN2S(=O)(=O)c2ccc3c(c2)CCCC(=O)N3)c1 (stereo not given) | 32% | -10 | -10% | . | . | . | .
O=C(Cn1nc2c(cc1=O)CCCCC2)NCCCc1nnc2ccccn12 | -4% | -1 | -20% | i | -4% | -2% | 2%
CCOc1cc(C(=O)N2CCC(Cc3nc(-c4cnccn4)no3)CC2)cc(OCC)c1OCC | 3% | -18 | 5% | ? | ? | -15% | -17%
Cc1c(Cl)cccc1NC(=O)N1CCC(Oc2ncccc2C(=O)N2CCOCC2)C1 (stereo not given) | -7% | 23 | -13% | ? | 0% | -30% | -3%
COC(=O)[C@H](Cc1ccc(OC)cc1)NC(=O)[C@H]1CN(S(=O)(=O)c2ccccc2)CCN1S(=O)(=O)c1ccccc1 | -4% | 1 | -18% | ? | -16% | -17% | 12%
COc1cccc(CN2C(=O)c3ccccc3Sc3ccc(C(=O)NCc4ccccc4)cc32)c1 | 6% | 11 | -6% | . | . | . | .
COc1ccc(CN2C=C(C(=O)OCc3c(C)noc3C)C(C)=NS2(=O)=O)cc1 | -1% | 7 | -12% | ? | ? | -16% | -6%
COCCNC(=O)[C@@H]1CCC[C@@H](NC(=O)c2ccc(OC)cc2)CN(C)C(=O)C1 | -3%[87.6 µM] | 12 | 20%[87.6 µM] | 2%[138 µM] | 3%[88.5 µM] | 3%[172 µM] | -2%[172 µM]
COc1ccc(CNS(=O)(=O)c2csc(C(N)=O)c2)cc1OC | 6% | -3 | -21% | . | . | . | .

# 3 compounds from above, arranged by molecular weight, ascending:
compound | SNCA viab count | IP6K1 inhibitor | SNCA expr inh | NIH3T3 tox | GPT2 inh | HEK293 tox | Luciferase inh
COc1ccccc1C(=O)N1CCN(CCn2nc3n(c2=O)CCCC3)CC1 | . | -7 | . | -5%[138 µM] | . | -12%[172 µM] | .
Cc1ccc(C)c(NC(=O)C2CCCN2S(=O)(=O)c2ccc3c(c2)CCCC(=O)N3)c1 (stereo not given) | 32% | -10 | -10% | . | . | . | .
O=C1NCCCCCN(C(=O)c2ccco2)[C@@H]2C[C@@H](C(=O)N3CCc4ccccc4C3)C[C@H]12 | -11% | 1 | -8% | -21% | -7% | ? | -4%

# (further entries)
compound | SNCA viab count | IP6K1 inhibitor | SNCA expr inh | NIH3T3 tox | GPT2 inh | HEK293 tox | Luciferase inh
COc1ccc(C2(C(=O)NCc3cccc(Cl)c3)CCOCC2)cc1 | . | 19 | . | -15% | . | -22% | .
Cc1cc(Cl)ccc1S(=O)(=O)N1CCCC(Cn2c(C)nc3cccnc32)C1 (stereo not given) | -25% | 5 | ? | 11µM* | i | 20µM* | -2%
CCCn1c(SCC(O)c2ccccc2)nc2ccccc21 (stereo not given) | 6% | -24 | 7% | . | . | . | .
Cc1csc(NC(=O)c2nc3c(o2)CCN(Cc2cc(F)ccc2F)CC3)n1 | -16%[87.6 µM] | 16 | 3%[87.6 µM] | ? | -21%[88.5 µM] | ? | 28µM*
COCC(=O)N1CCc2nc(-c3ccccc3)nc(-c3ccc(OC)cc3)c2C1 | -18% | -9 | -21% | ? | i | ? | -10%
Cc1nnn2c(C(=O)NCc3ccc(Cl)cc3)cccc12 | -5%[87.6 µM] | -7 | -2%[87.6 µM] | 35µM* | i | 79µM* | -1%[172 µM]
CN1C[C@@H](NC(=O)COc2ccccc2)C[C@H]1c1nc(-c2cccnc2)no1 | -3%[87.6 µM] | 1 | -1%[87.6 µM] | i | 2%[88.5 µM] | i | -2%[172 µM]
COc1cc2ncnc(Nc3ccc(Oc4ccccc4)cc3)c2cc1OC | -29% | 27 | . | . | -7% | . | .
COc1ccccc1/C=C/CN1CCCC(CCC(=O)Nc2ccccc2F)C1 (stereo not given) | -8% | 5 | -5% | ? | -1% | 45µM* | 0%
CC(C)(C)NC(=O)N1CCCCCCNC(=O)[C@@H]2C[C@@H](C(=O)N3CCc4ccccc4C3)C[C@@H]21 | -5% | 8 | -3% | -27% | 3% | -10% | -4%
COc1ccc(CN2CCC3(Cc4ccccc4CNC3=O)C2)cn1 (stereo not given) | -6% | -5 | -10% | -11% | i | -21% | .
COc1cccc(-c2nc(-c3nnn4c3COC(c3ccccc3Cl)C4)no2)c1 (stereo not given) | -8% | -5 | -15% | -9% | i | -4% | -11%
COCCn1c(=O)c(C(=O)N2CCN(C(=O)COC)CC2)nc2cccnc21 | 6% | 13 | 8% | 0% | i | 1% | .
CN(C)c1ccc(CNC(=O)c2ccc(NC(=O)N3CCCCc4ccccc43)cc2)cc1 | 11% | 32 | 7% | . | . | . | .
CN1C(=O)CO[C@H]2CN(C(=O)C3CC3)C[C@H]21 | -4%[87.6 µM] | -6 | -14%[87.6 µM] | i | 0%[88.5 µM] | i | 8%[230 µM]
OC(Cn1ccnc1-c1cc(F)ccc1-n1cccn1)c1ccccc1 (stereo not given) | 3% | 0 | 1% | i | ? | -2% | -1%
COc1ccccc1-c1[nH]ncc1CN1CCCN(S(=O)(=O)c2ccccc2)CCC(=O)NCC1 | 2% | -3 | -11% | -4% | i | ? | 8%
CCC1=C(C(=O)OC)C(c2ccc(C)cc2C)N2C(CC(=O)N3CCCCC3C)=CSC2=N1 (stereo not given) | 10% | 19 | -28% | ? | i | ? | -12%
Cc1ccc(CNC(=O)c2ccc(-c3ccc(N4CCCCC4)nc3)cc2)o1 | -13% | -3 | 4% | -10% | -8% | ? | 14µM*
Cc1nc(-c2cn(C3CCCN(C(=O)c4cccc(Cl)c4)C3)nn2)no1 (stereo not given) | 11% | 0 | 23% | ? | 3% | 1% | 2%
COc1cccc(-c2noc(-c3nc(-c4ccc5c(c4)OCO5)no3)n2)c1OC | 6% | -2 | ? | -16% | -17% | -4% | -12%
CCOc1ccccc1NC(=O)c1cc2n(n1)CC(c1ccc(Cl)cc1)OC2 (stereo not given) | 3% | -2 | -1% | -2% | -11% | 0% | 2%
COCC1CN(C2CCC2)CC12CCN(C(=O)C(C)C)CC2 (stereo not given) | -2% | 23 | -19% | -8% | i | ? | 4%
O=C(NC1CCN(C(=O)N2CC3CC(C2)[C@H]2CCCC(=O)N2C3)CC1)C1CC=CC1 (stereo not given in full) | 6% | 10 | 31%[activator] | 1% | -21% | 6% | 1%
COCC1(O)CCOC2(CCN(C(=O)c3ccccn3)CC2)C1 (stereo not given) | 10% | 8 | -7% | -6% | ? | i | .
COc1ccc(C(=O)/C=C/c2cn(CC(O)CN3CCCCCC3)c3ccccc23)cc1OC (stereo not given) | ? | 18 | 27% | . | . | . | .
CN(C(=O)CSc1nc2ccccc2n1CC(=O)NCc1ccc(F)cc1)c1ccc(F)cc1 | 1% | -1 | -2% | . | . | . | .
CCOC(=O)C1CCN(C(=O)c2cc(-c3ccc(OC)cc3)nc3c2cnn3C)CC1 | -10% | 22 | 21% | ? | -12% | ? | .
O=C(NCc1ccc2c(c1)OCO2)c1cc(-c2cccc(C(F)(F)F)c2)c2nncn2n1 | -13% | -9 | -27% | -20% | i | -17% | .
CN(C)[C@@H]1CN(C(=O)c2ccccc2F)CC[C@]1(O)c1ccccc1 | 5% | 16 | -1% | 1% | i | -2% | -10%
Cn1cc(-c2ccc(F)c(C(F)(F)F)c2)nc1C1CCN(c2ncnc3[nH]ncc23)CC1 | -1% | 13 | -14% | . | 5% | . | .
Cc1ccc(NC(=O)CSc2nc3ccccc3c3nc(CCn4cncc4C)nn23)c(C)c1 | -8% | 7 | -6% | . | . | . | .
COC(=O)CNC(c1ccccc1)c1cc(Br)ccc1NC(=O)c1ccccc1 (stereo not given) | -4% | 22 | -8% | . | . | . | .
CCn1ncc(N2CCCC(CC(=O)Nc3ccc(C)c(F)c3)C2)cc1=O (stereo not given) | 0% | 6 | 98%[activator] | ? | -12% | ? | ?
CN(Cc1cccc(N2CCN(S(=O)(=O)c3ccccc3C(F)(F)F)CC2)c1F)S(C)(=O)=O | . | 6 | . | ? | . | 35µM* | .
COCc1cn(C[C@H]2C[C@@H](NC(=O)Cc3cccc(OC)c3)[C@H](O)[C@@H]2O)nn1 | 2%[87.6 µM] | -12 | -14%[87.6 µM] | -4%[138 µM] | -11%[88.5 µM] | i | -5%[172 µM]

# Screening data (PubChem)
